CCT chaperon mod = High-Throughput Screening for Modulators of Cytosolic Chaperonin Activity; 0.3% of 360,000 active; purified chaperonin ATPase assay, HTRF ADP detection, 30 min; AID 651819, 2012; activity change, % (test concentration not listed), hits read low; in the data active = activity change below about -30%; note: % is set by controls: 0 for no effect and ±100 for the full control effect
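We incubate TRiC, 40 or 20 nM final, with library compounds at 76 uM and 10 uM ATP for 30 min at 37 °C. ADP formed is detected with Transcreener HTRF reagents after 30 min at room temperature.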
MmCpn inh = Inhibitors of TCP-1 ring complex (TRiC) of Methanococcus maripaludis (MmCpn): qHTS | Chaperonin Mm-Cpn (Methanococcus maripaludis) | purified Mm-Cpn ATPase, ADP Transcreener TR-FRET | Potency, µM (titrated, usually from 76.9 µM), inactives show at the highest dose activity, negative = inhibition, actives largely listed as inhibitors | 0.031% of 330,000 active | AID 504842, 2011; note: potency is the fitted concentration of half-maximal effect; % is set by controls: 0 for no effect and ±100 for the full control effect; nearly all actives have a fitted effect of over 80% in size
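ATPase read-out: TR-FRET ADP immunoassay (anti-ADP Eu cryptate vs ADP-d2), ex 320 nm, em 590/665 nm; signal drops as ADP forms. Enzyme 25 nM, ATP 10 uM, 30 min at 37°C after 10 min compound preincubation.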
HepG2 viability = qHTS for Inhibitors of TGF-b: Cytotox Counterscreen; HepG2 CAGA-GFP viability, ATP luminescence, 18 h; 0.76% of 410,000 active; Potency, µM (series often up to 46.1 µM), without a hit: at the top dose activity change, negative = cytotoxicity, actives largely listed as cytotoxic; AID 588856, 2011; note: potency is the fitted concentration of half-maximal effect; some results filed as inactive show a strong effect at the top dose
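HepG2 CAGA-GFP cells (1000/well, DMEM with 1% FBS) received compound, then TGF-beta at 500 pg/mL final, and were incubated 18 hours at 37 degrees C. Viability was read by CellTiter-Glo luminescence. Media-only wells were set as complete cell-killing and DMSO as no toxicity.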
A549 viability = Nrf2 qHTS screen for inhibitors: counterscreen for cytotoxicity; A549 ARE-Fluc cells, CellTiter-Fluor viability, 18-24 h; Potency, µM (doses to about 46 µM), without a hit: at the highest dose activity change, negative = cytotoxicity, actives largely listed as inhibitors; 0.16% of 390,000 active; AID 504648, 2011; note: potency is the fitted concentration of half-maximal effect; % is set by controls: 0 for no effect and ±100 for the full control effect
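A549 ARE-Fluc cells in 5% FBS OPTI-MEM, 5000 cells/well, rested 2 h then exposed to compounds in concentration-response for 18-24 h at 37 °C. Viability by CellTiter-Fluor fluorescence (Ex 405/Em 525) after 30 min; luciferase luminescence (BugLite, 15 min, RT) read afterwards.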
S2 tox = Viability Counterscreen for Primary qHTS for Inhibitors of ATXN expression. AID 651635, 2014. S2 cells (HEK-293 line with an ATXN2-luciferase reporter) viability, CellTiter-Fluor protease fluorescence, 24 h. 0.49% of 400,000 active. Potency, µM (titrated, usually from 56.7 µM), hits mostly cytotoxic; note: potency is the fitted concentration of half-maximal effect; nearly all actives have a fitted effect of over 40% in size
TGFb SMAD3 inh = qHTS for Inhibitors of TGF-b. 1.2% of 410,000 active. HepG2 CAGA-GFP TGF-b/SMAD3 reporter, GFP fluorescence, 18 h; TGF-beta stimulated, 500 pg/mL final. AID 588855, 2011. Potency, µM (doses to about 46.1 µM), inactives show top-dose activity, negative = inhibition, usual class: inhibitors; note: potency is the fitted concentration of half-maximal effect; % is set by controls: 0 for no effect and ±100 for the full control effect; nearly all actives have a fitted effect of over 65% in size
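Read-out: total well GFP (ex488/em500-530) summed from mean per-cell fluorescence. Cells: HEPG2 CAGA-GFP, 1% FBS DMEM, 18 h at 37 degrees C with 500 pg/mL final TGF-beta. Unstimulated wells served as the full-inhibition control; stimulated DMSO wells = 0%.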
Nrf2 activator = qHTS of Nrf2 Activators. AREc32 ARE-luciferase reporter (MCF7-derived line), luminescence, 24 h. Potency, µM (highest dose often 46.1 µM), without a hit: at the top dose activation, actives largely listed as activators. 0.31% of 410,000 active. AID 624171, 2012; note: potency is the fitted concentration of half-maximal effect; % of control where 0% means no effect; nearly all actives have a fitted effect of over 65% in size
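Quantitative high-throughput format: AREc32 reporter cells, 1000 per well, received compound by pin transfer and were incubated 24 hr at 37 deg C, 5% CO2, before Steady-Glo luminescence detection.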
pAkt inh = HTS Assay for Inhibitors of Akt Phophorylation: Primary Screen; Neuro2A IGF-stimulated pAkt S473 HTRF, 20 min; hits give low values; activity change, % for hits at 50 µM; 0.32% of 360,000 active; in the data active = activity change below about -80%; inconclusive = mostly about -51% to -80%; note: % is set by controls: 0 for no effect and ±100 for the full control effect
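Single-point screen (50 µM final compound) in Neuro2A cells stimulated 20 min with 6 nM IGF at 37 deg C. After lysis, Ser473-phosphorylated Akt read by HTRF (ex 330 nm, em 615/665 nm) as the 665/615 ratio.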
Nrf2 block = Nrf2 qHTS screen for inhibitors; A549 ARE-Fluc reporter, luciferase luminescence, 18-24 h; Potency, µM (series often up to 46 µM), inactives show at the highest dose activity change, negative = inhibition, usual class: inhibitors; AID 504444, 2011; 2.1% of 360,000 active; note: potency is the fitted concentration of half-maximal effect; % is set by controls: 0 for no effect and ±100 for the full control effect; nearly all actives have a fitted effect of over 60% in size
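Quantitative HTS in A549 cells stably bearing an antioxidant response element-firefly luciferase construct. Inhibition of Nrf2-driven transcription was scored by luminescence after 18-24 h of compound exposure at 37 °C.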
Active calls of the source: *; i = inactive; ? = inconclusive; nt = not tested or not shown; [ ] = remark or other dose. Unless noted, calls come from the whole dose curve; as a rule, active = well fitted curve in the direction sought with a large enough effect; inconclusive = small, poorly fitted or top-dose-only effect, or another doubt; inactive = no such curve, though single readings can be large; an effect the other way counts as inactive or inconclusive.

SMILES	CCT chaperon mod	MmCpn inh	HepG2 viability	A549 viability	S2 tox	TGFb SMAD3 inh	Nrf2 activator	pAkt inh	Nrf2 block
Cn1ncc(Br)c1C(=O)N1CCc2ccccc21	-2.5	2%	2%	-2%	i	17%	3.7%	i	0%
CCN(C[C@H]1N[C@@](CC)(C(=O)OC)[C@H]2C(=O)N(C)C(=O)[C@@H]12)S(=O)(=O)c1ccc(C(F)(F)F)cc1	1.0	2%	4%	-5%	i	-2%	1.4%	i	-4%
COc1cc(C(=O)Oc2cccc(Nc3ncnc4ccccc34)c2)cc(OC)c1OC	1.3	0%	-23%	-17%	?	?	-0.8%	i	15µM*
COc1ccc(CC(=O)Nc2ccc(NC(=O)c3ccccc3F)cc2)cc1	-4.5	3%	-33%	2%	i	5%	-1.7%	i	-9%
O=c1[nH]c(=S)[nH]c2c1C(C1CCCCC1)OC(C1CCCCC1)C2 (stereo not drawn)	-3.0	nt	nt	nt	?	nt	-0.5%	i	nt
O=C(/C=C/Nc1ccc(S(=O)(=O)Nc2ncccn2)cc1)c1ccc2ccccc2c1	-1.7	-1%	3%	3%	i	9%	-0.2%	i	-6%
Cc1ccccc1NC1c2ccccc2C(=O)N1Cc1ccco1 (stereo not drawn)	0.7	-3%	-32%	-9%	i	-18%	3.8%	i	4%
Cc1c(C(=O)Nc2ccccc2Cl)oc2ccc(S(=O)(=O)N3CCCCCC3)cc12	nt	nt	1%	0%	i	9%	-0.6%	nt	nt
O=C(CCc1nc(-c2ccccc2F)no1)NCCN1CCN(Cc2ccccc2)CC1	-1.8	-2%	-11%	-1%	i	?	-0.1%	i	-7%
Cc1sc2nc[nH]c(=O)c2c1-c1ccc(Cl)cc1	-3.2	-4%	-35%	0%	i	-5%	-0.7%	i	-8%
COc1ccc2cc(C(=O)C3CCCN(C(=O)c4cnccn4)C3)ccc2c1 (stereo not drawn)	1.1	-3%	1%	6%	i	-8%	2.2%	i	?
COC(=O)c1ccc(NC(=O)CC2C(=O)N(C)C(=S)N2Cc2ccc(S(N)(=O)=O)cc2)cc1 (stereo not drawn)	-3.3	3%	0%	-10%	i	-1%	0.5%	i	-4%
Cc1nnc2ccc(-c3cccc(NC(=O)c4ccco4)c3)nn12	-1.2	-1%	-3%	-4%	i	-7%	27%	i	-28%
Cc1ccc(C(=O)NCCCNC(=O)Cc2ccccc2)cn1	0.5	1%	7%	6%	i	2%	-0.4%	i	1%
O=C(Cc1csc(NC(=O)Nc2cccc(Cl)c2)n1)NCc1ccccn1	-1.9	0%	-29%	-6%	i	0%	0.6%	i	-2%
COCCNC(=S)N1CCN(C(=O)C(=O)Nc2ccc(C(=O)OC)cc2)CC1	-5.8	1%	-10%	0%	i	-15%	-1.3%[9.22 µM]	i	9%
O=C(NCCc1csc(-c2ccc(F)cc2)n1)c1ccc(Br)o1	nt	nt	-25%	-3%	?	-22%	0.9%	nt	nt
O=S1(=O)N[C@H](Cc2ccccc2)COc2cccc(N3CCSCC3)c21	0.7	nt	nt	nt	?	nt	3.2%	i	nt
O=c1c(-c2cc(-c3ccccc3)nc3c2COc2ccccc2-3)coc2ccc(Cl)cc12	nt	nt	-1%	9%	i	13%	-0.2%	nt	23%
CC(C)(C)SCCNC(=O)CN(c1ccc(F)cc1)S(C)(=O)=O	0.7	1%	-18%	0%[1.84 µM]	i	-2%	-0.7%	i	2%
COc1ccc(-n2nc(C(=O)NCC(=O)NCCC3=CCCCC3)c3ccccc3c2=O)c(OC)c1	0.8	1%	-2%	-14%	i	-3%	0.3%	i	-22%
CC1(C(=O)NS(=O)(=O)c2ccc(F)cc2F)CCN1C(=O)CC1CCCCC1 (stereo not drawn)	0.2	nt	0%	nt	i	10%	-0.4%[9.22 µM]	i	nt
N#C/C(=C\c1ccc[nH]1)C(=O)Nc1ccccc1Cl	-0.1	0%	6%	7%	i	6%	?	i	9%
CC1CCN(c2ccc(/C=C(\C#N)c3nn(-c4ccccc4)c(N)c3C#N)cc2[N+](=O)[O-])CC1	-4.1	-1%	-22%	-8%	i	?	0.0%	i	-22%
COc1ccc(-c2c(C)c3ccc(O)c(CN4CCOCC4)c3oc2=O)cc1OC	nt	nt	2%	11%	nt	5%	3.6%	nt	nt
O=C(O)CCSc1nnc(-c2cccnc2)n1-c1ccccc1	-0.2	0%	5%	-7%	i	-2%	-0.2%	i	nt
O=S(=O)(c1ccccc1F)N1CCN(C(=S)NCc2ccccc2)CC1	-4.5	-2%	0%	1%	i	-3%	0.3%	i	-1%
Cc1ccc(CNC(=O)CCc2nc3ccccc3c(=O)[nH]2)cc1	1.1	0%	-11%	-3%	i	-25%	-0.6%	i	-25%
CCOC(=O)C1=CCN(S(=O)(=O)c2ccccc2F)C1c1ccc(Cl)c(Cl)c1 (stereo not drawn)	0.1	nt	1%	nt	i	?	19%	i	nt
Cc1cccc(N2CCN(C(=O)c3cnn(-c4ccccc4)c3C3CCN(C(=O)OC(C)(C)C)CC3)CC2)c1C	nt	nt	-19%	-26%	nt	-15%	0.1%	nt	-119%
COc1ccc(NC(=S)NCc2ccccc2Cl)c(OC)c1	1.9	-2%	-15%	0%	i	-1%	-0.2%	i	23µM*
O=C(O)c1ccc(Cn2c(SCc3ccc(F)cc3)nc3ccncc32)cc1	nt	nt	0%	0%	nt	-12%	-1.3%	nt	6%
CCN(CC)c1ccc(NC(=O)CCNS(=O)(=O)c2ccc3c(c2)CCC(=O)N3)c(C)c1	-1.9	0%	-11%	1%	i	-11%	4.5%	i	?
Cc1ccc(S(=O)(=O)N2CCOCC2)cc1NC(=O)COC(=O)c1ccc(OCc2c(C)noc2C)cc1	-0.1	1%	15%	1%	i	10%	3.1%	i	10%
COc1cc(S(=O)(=O)NCC2COCCO2)ccc1-n1cnnn1 (stereo not drawn)	-1.5	-1%	-2%	-9%	i	0%	-0.2%	i	6%
COc1ccc(N2CC(O)=C(c3nc(C)cs3)C2=N)cc1	-4.2	0%	-6%	1%	i	13%	3.2%	i	1%
Cc1cc([N+](=O)[O-])cnc1Sc1nccn1C	-1.9	-1%	-12%	2%	i	-21%	1.2%	i	-17%
CCc1nc(SCC(=O)N2CCCc3ccccc32)c2oc3ccccc3c2n1	-1.6	-12%	-22%	?	nt	-8%	-0.8%	nt	16µM*
O=C(N/N=C/c1cccc2ccccc12)c1ccncc1	-2.6	-3%	10%	0%	i	25%	0.0%	i	0%
O=C(Nc1ccc(Cl)cc1Cl)c1ccc(Br)o1	0.6	-2%	2%	0%	i	-11%	13%	i	?
CCn1nc(C)c(CN2CCc3c([nH]c4ccccc34)C2C(C)(C)C)c1C (stereo not drawn)	0.8	1%	-13%	-7%	i	-18%	0.0%[9.22 µM]	i	-24%
O=C(N/N=C/c1ccccc1F)c1ccc(COc2ccccc2Cl)o1	0.5	-1%	-67%	5%	i	-6%	2.8%	i	?
O=C(Nc1ccc(F)cc1)Nc1ccc2snnc2c1	nt	nt	-41%	-24%	i	?	0.3%	nt	23µM*
CCN1C(=O)[C@H]2[C@@H](c3ccc(C)cc3)N3C(=O)N(c4cccc(C)c4)C(=O)[C@@]3(Cc3ccccc3)[C@H]2C1=O	1.2	-23%	3%	-3%	i	3%	0.2%	i	11%
COCCNC(=O)CSc1nc2cc3c(cc2c(=O)n1Cc1ccco1)OCO3	-0.5	0%	-19%	-15%	nt	-16%	-0.3%	nt	-15%
CC1=C(C(=O)OCCOC(C)C)C(c2cccnc2)C2=C(CCCC2=O)N1 (stereo not drawn)	1.1	0%	4%	0%	i	0%	-1.3%	i	17%
O=C(COc1ccc(F)cc1)NN1C(=O)CSC1=S	-1.7	0%	11%	3%	i	23%	0.1%	i	4%
O=C(Nc1ccc(Cl)cc1)Nc1nc(-c2sccc2Br)cs1	0.8	-6%	-1%	-2%	i	3%	13%	i	?
COc1ccc(CN2C(=O)CCCc3ccccc32)cc1	0.0	3%	-12%	9%	i	-7%	-1.3%	i	-2%

Nothing new here: an excerpt of the list.
SMILES	CCT chaperon mod	MmCpn inh	HepG2 viability	A549 viability	S2 tox	TGFb SMAD3 inh	Nrf2 activator	pAkt inh	Nrf2 block
Cc1c(C(=O)Nc2ccccc2Cl)oc2ccc(S(=O)(=O)N3CCCCCC3)cc12	nt	nt	1%	0%	i	9%	-0.6%	nt	nt
O=C(CCc1nc(-c2ccccc2F)no1)NCCN1CCN(Cc2ccccc2)CC1	-1.8	-2%	-11%	-1%	i	?	-0.1%	i	-7%
Cc1sc2nc[nH]c(=O)c2c1-c1ccc(Cl)cc1	-3.2	-4%	-35%	0%	i	-5%	-0.7%	i	-8%
COc1ccc2cc(C(=O)C3CCCN(C(=O)c4cnccn4)C3)ccc2c1 (stereo not drawn)	1.1	-3%	1%	6%	i	-8%	2.2%	i	?

An excerpt from above in order of the CCT chaperon mod value, low to high:
compound | CCT chaperon mod
O=S(=O)(c1ccccc1F)N1CCN(C(=S)NCc2ccccc2)CC1 | -4.5
COCCNC(=O)CSc1nc2cc3c(cc2c(=O)n1Cc1ccco1)OCO3 | -0.5
O=C(O)CCSc1nnc(-c2cccnc2)n1-c1ccccc1 | -0.2
O=C(Nc1ccc(Cl)cc1Cl)c1ccc(Br)o1 | 0.6
